TNAP activators = human TNAP enzyme activators, primary screen, biochemical, luminescent, no phosphate acceptor, uHTS (AID 1001); purified TNAP, luminescent activation assay, no phosphate acceptor; higher activation fold means a stronger effect; activation fold at 20 µM, or EC50 in µM where a hit was titrated; actives 0.03% (n = 200,000); in the data active means activation fold from about 3, or a potency from the dose series; inactive means the rest, 99 in 100 with activation fold below about 1.6; further: many of its hits are not listed in these tables
PMI inhibitors = inhibitors of human PMI, primary screen, biochemical, fluorescence intensity, coupled assay (AID 1209); inhibition, % at 20 µM, or IC50 in µM where a hit was titrated; purified PMI enzyme, coupled fluorescence intensity; higher % means a stronger effect; actives 0.42% (n = 190,000);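 further: plate controls were DMSO vehicle for no effect and wells lacking substrate for full effect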
Hep lipid drop = hepatic lipid droplet formation modulation | AID 1656 | actives 0.4% (n = 240,000) | inhibition, % at 6.5 µM | AML12 mouse hepatocytes, oleate lipid droplets, BODIPY imaging;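 active means lipid droplet intensity inhibited by at least 50%, with more than 500 cells counted; inconclusive means wells with under 300 cells, treated as cytotoxic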
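System: AML12 hepatocytes (mouse). Probe or stimulus: oleic acid at 100 µM to induce lipid droplet formation. Times: overnight treatment with compound plus oleate. Detection: Image-based BODIPY and DAPI two-channel analysis. Evaluation: percent inhibition of filter-corrected integrated lipid droplet intensity per well.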
P. falciparum M1AAP = malaria alanyl aminopeptidase activity blockers – biochemical, fluorogenic H-Leu-NHMec substrate, 1536-well (AID 1445) | actives 0.42% (n = 220,000) | inhibition, % at 30 µM, or IC50 in µM where a hit was titrated | recombinant M1AAP, H-Leu-NHMec fluorogenic kinetic assay; higher % means a stronger effect;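 active means primary inhibition above the hit cutoff, then over 50% inhibition at one or more dose response concentrations, cut at about 23% in these data, passing the limit was not always enough; inconclusive means conflicting primary data, or primary hits not chosen for dose response; inactive means low primary inhibition, or under 50% at every dose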;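 further: plate controls were DMSO full reaction for no effect and no enzyme background for full effect; strong numbers were not always called active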
P. falciparum M17LAP = P. falciparum M17LAP inhibitors, primary screen, biochemical, fluorogenic H-Leu-NHMec substrate, 1536-well (AID 1619); recombinant M17LAP, H-Leu-NHMec fluorogenic kinetic assay; higher % means a stronger effect; one-dose inhibition, % at 30 µM; IC50 in µM for titrated hits; actives 0.38% (n = 220,000);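 active means compound inhibiting the enzyme by more than half at any dose during confirmatory dose-response retesting; inconclusive means strong single-dose inhibitors picked by rank but not retested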;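 further: plate controls were full reaction with DMSO carrier for no effect and no enzyme background for full effect; strong numbers were not always called active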
XIAP antagonists = XIAP antagonists, biochemical, IAP family, fluorescence polarization (AID 1018); XIAP BIR domain, fluorescence polarization peptide displacement; higher % means a stronger effect; one-dose displacement, % at 20 µM; IC50 in µM for titrated hits; actives 0.007% (n = 200,000); in the data active means displacement above about 50%; further: a part of the inactive calls stands beside numbers as strong as those of hits
K1F lysis inhibition = inhibition of K1F phage lysis, E. coli UTI89, bacterial capsule biogenesis inhibitors, alamar blue (AID 488966); E. coli UTI89 K1F phage lysis, alamar blue, 2 h; higher % means a stronger effect; one-dose inhibition, % at 100 µM; IC50 in µM for titrated hits; actives 0.02% (n = 340,000);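 active means phage lysis inhibition, versus mean bacterial control, above a set limit; inconclusive means no clear call, values can overlap the other calls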;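 further: capsule biogenesis inhibitors block K1F phage lysis so surviving cells raise fluorescence; higher fluorescence means more inhibition of phage lysis; actives were called in the ten point dose series up to 300 µM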
human PMI inhibitors = MPI inhibition at elevated mannose 6-phosphate – biochemical, fluorescence intensity, high mannose 6-phosphate, primary screen (AID 1220). inhibition, % at 20 µM; hits with a dose series show IC50 in µM. actives 0.66% (n = 190,000). recombinant PMI enzyme, coupled fluorescence intensity; higher % means a stronger effect
Siah-1 displacement = Siah-1 peptide-binding antagonists, primary screen, biochemical, fluorescence polarization, rhodamine-plectin, uHTS (AID 1817); Siah-1 / rhodamine-plectin peptide fluorescence polarization; higher % means a stronger effect; displacement, % at 20 µM, or IC50 in µM where a hit was titrated; actives 0.02% (n = 290,000);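 active means displacement of at least 50% at 20 µM, with a fluorescence ratio check between 0.3 and a set limit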;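 further: plate controls were Siah plus tracer with DMSO for no effect and tracer alone without Siah for full effect; strong numbers were not always called active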
Hep lipid drop cells 6.5 µM = further read-out of Hep lipid drop, marked with its call; cell count; measured here: cell count, cytotoxicity flag;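 cells counted across two imaged fields per well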
Numbers without * were called inactive; i = inactive; ? = inconclusive; nt = no result given; [ ] = another dose, or the depositor's remark. Unless noted, no stated cut-off is given here; in the data, active means inhibition above about 50%; inactive means the rest.

SMILES,TNAP activators,PMI inhibitors,Hep lipid drop,Hep lipid drop cells 6.5 µM,P. falciparum M1AAP,P. falciparum M17LAP,XIAP antagonists,K1F lysis inhibition,human PMI inhibitors,Siah-1 displacement
Nc1nccc(-c2ccc(-n3cccc3)cc2)n1,1.1,-19%,0,697,-2%,-3%,-5.3%,0.0%,-7%,-4%
CCOc1ccccc1NC(=O)c1ccoc1C,1.1,-6%,-5,756,8%,6%,-2.9%,1.9%,-8%,0%
COc1ccc2c(c1)CCCC21NC(=O)N(CC(=O)NC(=O)NCc2ccccc2)C1=O (stereo not given),1.1,3%,5,678,7%,-2%,-4.9%,0.2%,2%,9%
CCOC(=O)c1cn2nc(N3CCCC3)ccc2n1,nt,nt,3,636,-2%,1%,nt,0.3%,nt,3%
CC(C)(C)S(=O)(=O)c1ccccc1C(=O)O,1.2,3%,nt,nt,21%,-5%,0.1%,-0.5%[50 µM],4%,3%
CCNC(=S)NNC(=O)c1cc(-c2cccc(C)c2)nc2ccccc12,1.9,-15%,nt,nt,9%,14%,1.4%,1.3%,-15%,-10%
O=C(O)C1CCCN1C(=O)OCC1c2ccccc2-c2ccccc21 (stereo not given),nt,nt,0,750,-5%,1%,nt,0.0%,nt,0%
Cn1cnnc1Sc1ccc(C(=O)OCC(=O)NCC(F)(F)F)cc1[N+](=O)[O-],nt,nt,2,674,6%,3%,nt,1.4%[50 µM],nt,6%
CCOc1ccc2nc(NC(=O)CSC3=NCCS3)sc2c1,1.1,7%,nt,nt,-3%,9%,0.1%,0.7%,8%,7%
Cc1ccc(S(=O)(=O)N2CCOCC2)cc1C(=O)OCC(=O)Nc1ccc2c(c1)OCO2,1,20%,15,739,1%,-1%,-16%,5.8%,11%,-2%
Cc1nc(NCC2CCCO2)c2oc3ccccc3c2n1 (stereo not given),1.1,1%,0,749,4%,9%,-2.7%,0.9%,-5%,2%
O=C(NCc1ccc(F)cc1)C1CCC(=O)N1CCc1ccccc1 (stereo not given),1.2,12%,nt,nt,10%,2%,-2.1%,-1.6%,16%,-2%
CCCCCC/C=C/c1ccc([C@H]2[C@H]3C=CC[C@@H](C)[C@@H]3C(=O)N2Cc2ccccc2)c(F)c1,nt,nt,-6,728,6%,-14%,nt,-0.4%,nt,3%
O=C(c1ccccc1)c1cc2ccccc2o1,1.1,-4%,nt,nt,-4%,-10%,-6.7%,1.6%,-9%,0%
CSC1=C(C#N)C(c2ccccc2Cl)C2=C(N1)c1ccccc1C2=O (stereo not given),1,-25%,nt,nt,4%,-6%,-2.9%,-0.1%,-52%,2%
CN1c2ccccc2C2(C)CCCC3=Cc4cccc([N+](=O)[O-])c4OC312 (stereo not given),1.1,11%,?,nt,5%,1%,-13%,2.4%,6%,-3%
C=CCN=C(NC#N)SCCc1ccccc1,1.1,-7%,nt,nt,1%,-7%,-4.5%,4.4%,0%,-1%
c1ccc(-c2ccc(-c3[nH]ncc3CN3CCC(N4CCSCC4)CC3)cc2)cc1,1.1,2%,-1,660,nt,nt,0.6%,0.2%,9%,-1%
N/C(=N\c1nc2ccccc2o1)NC(=O)C(Cc1ccccc1)N1C(=O)c2ccccc2C1=O (stereo not given),1.1,9%,nt,nt,12%,3%,-1.0%,0.4%,6%,0%
Cc1nn(Cc2ccccc2)c(=O)c2nn(-c3ccc(Cl)cc3)c(C)c12,1.1,7%,12,754,-1%,11%,0.8%,-0.1%[50 µM],9%,3%
O=C(NCc1cccnc1)C1c2ccccc2C(=O)N1C1CCCCCC1 (stereo not given),1,-10%,nt,nt,3%,-2%,-6.7%,-0.7%,-4%,1%
Cc1cn(-c2ccccc2)c(C)c1/C=N\Nc1nc(N2CCOCC2)nc(N2CCOCC2)n1,1,-5%,-3,720,4%,12%,-0.6%,0.2%,-2%,-2%
CC(C)(C)C(=O)CSc1nc(N)cc(=O)[nH]1,1.1,-3%,1,707,-1%,-1%,-7.7%,0.1%,2%,2%
COc1ccc(NC(=S)Nc2ccc(C)c(Cl)c2)cc1OC,1.1,8%,14,656,4%,-3%,-3.3%,-0.7%,25%,4%
COC(=O)c1ccc(C(=O)OC)c(NC(=O)COC(=O)C2CCC(C(C)(C)C)CC2)c1 (stereo not given),1.1,4%,0,848,9%,2%,-2.6%,0.3%,-1%,1%
Cc1ccccc1NC(=O)CN1C(=O)C2C3CC(C(Br)C3Br)C2C1=O (stereo not given),1.2,36%,16,700,6%,21%,-9.2%,0.5%[50 µM],12%,3%
COc1cccc(C2SCC(=O)N2c2ccc(Cl)cc2)c1OC (stereo not given),1.2,13%,12,695,1%,12%,-7.2%,0.4%[50 µM],-1%,-7%
O=C(c1ccc(S(=O)(=O)N2CCOCC2)cc1)N(Cc1ccco1)Cc1cccs1,1.1,-4%,nt,nt,-2%,-9%,-2.4%,1.2%,6%,6%
Cc1ccccc1OCC(=O)NC1=NCCS1,1.1,0%,-2,753,5%,-3%,-2.5%,0.1%,1%,2%
CC(=O)N1CCc2cc(Br)cc(S(=O)(=O)NCCCN3CCCC(C)C3)c21 (stereo not given),1.1,6%,-4,709,8%,-6%,-7.6%,3.1%,8%,2%
c1ccc(Cc2nn3c(-c4ccncc4)nnc3s2)cc1,1,5%,-3,645,-8%,-8%,-1.9%,5.2%,-2%,-3%
CCCS(=O)(=O)n1nc(-c2ccc(C)cc2)cc1N,1.1,4%,nt,nt,-1%,3%,-3.9%,i,8%,0%
Cc1cc(C)n(-c2ccc([N+](=O)[O-])cc2-c2nn[nH]n2)n1,1,-41%,5,685,-3%,9%,-6.0%,-0.8%,-25%,2%
CCCCOC(=O)N/N=C/C=C/c1ccccc1,1.1,11%,-3,637,5%,9%,-2.6%,0.2%,3%,4%
CC(C)Oc1ccc(S(=O)(=O)N(C(C)C)C(C)C)cn1,1.1,-4%,4,705,-2%,13%,0.4%,0.5%,-7%,8%
O=S(=O)(Cc1ccccc1)N1CCc2ccccc21,1,12%,-10,680,-3%,-11%,-48%,nt,7%,1%
O=C(Nc1nc2ccccc2[nH]1)c1ccc(Br)o1,1.9,-15%,5,633,1%,-2%,-4.2%,-0.4%,17%,1%
O=C(Cc1cccs1)N1CCN(c2ccc([N+](=O)[O-])cc2)CC1,1,-3%,6,753,12%,6%,-5.0%,2.0%,-1%,0%
COc1ccc(N2CCN(C(=O)CN3CCN(C(c4ccccc4)c4ccccc4)CC3)CC2)cc1,1,-2%,-3,577,3%,16%,-0.6%,1.0%[50 µM],-10%,4%
CSCCC(NS(=O)(=O)c1ccc(Cl)cc1)C(=O)OCC(=O)c1c(C)[nH]c2ccccc12 (stereo not given),1.1,17%,4,705,1%,-7%,-3.7%,0.9%,19%,-3%
CSC1=NCCN1S(=O)(=O)c1ccc(NC(C)=O)cc1,1,-3%,-39,597,-3%,3%,-3.6%,0.0%,0%,2%
Cc1ccc(S(=O)(=O)N(C)C)cc1NC(=S)N1CCCCC1CO (stereo not given),1,-15%,-26,719,6%,1%,-1.6%,0.2%,-6%,9%
Cc1c(NC(=O)c2cc3c(s2)-c2ccccc2OC3)cccc1[N+](=O)[O-],1.1,26%,-27,654,8%,-6%,-0.8%,0.3%,19%,-6%
Cc1onc(-c2ccccc2)c1C(=O)N1CCOC12CCN(c1cccc(F)n1)CC2,1.1,-1%,-11,669,1%,-3%,-4.9%,2.3%,0%,2%
Cc1onc(-c2c(F)cccc2Cl)c1C(=O)Nc1sc2c(c1C(N)=O)CCC2,1.1,19%,0,689,12%,-6%,-1.1%,9.1%,14%,5%
CCOC(=O)C1=C(c2ccccc2)N=C2SCC(=O)N2C1c1ccc(OC)c(OC)c1 (stereo not given),1.1,11%,16,771,0%,0%,-5.3%,2.1%,12%,-4%
CC(C)NC(=O)NC(=O)COC(=O)c1ccc(S(=O)(=O)Nc2ccccc2)cc1,1.1,-2%,0,652,6%,51%,0.8%,-0.6%,6%,-3%
O=C(O)c1cn(-c2ccccc2)nc1C(=O)O,1.1,-10%,-8,740,3%,-23%,-2.3%,0.4%,-2%,8%
COc1ccc(C(=O)NNC(=O)CSc2nc3c(c(=O)n(C)c(=O)n3C)n2C)cc1,1.1,6%,13,723,3%,-1%,-3.4%,0.7%,0%,2%
CNC(=O)CO/N=C/c1ccc(N(C)C)cc1,0.9,-8%,11,682,-8%,29%,-4.7%,0.2%,-3%,5%

Pulled one by one from the entries so far (two):
SMILES,TNAP activators,PMI inhibitors,Hep lipid drop,Hep lipid drop cells 6.5 µM,P. falciparum M1AAP,P. falciparum M17LAP,XIAP antagonists,K1F lysis inhibition,human PMI inhibitors,Siah-1 displacement
c1ccc(Cc2nn3c(-c4ccncc4)nnc3s2)cc1,1,5%,-3,645,-8%,-8%,-1.9%,5.2%,-2%,-3%
Cc1ccc(S(=O)(=O)N(C)C)cc1NC(=S)N1CCCCC1CO (stereo not given),1,-15%,-26,719,6%,1%,-1.6%,0.2%,-6%,9%

Other structures follow:
SMILES,TNAP activators,PMI inhibitors,Hep lipid drop,Hep lipid drop cells 6.5 µM,P. falciparum M1AAP,P. falciparum M17LAP,XIAP antagonists,K1F lysis inhibition,human PMI inhibitors,Siah-1 displacement
Oc1cc2c(cc1O)[C@@H](c1ccccc1)CNCC2,0.3,40%,-5,721,14%,-8%,-5.6%,6.3%,12%,-2%
COc1ccc(Cl)cc1NC(=O)Cn1c(NCCO)nc2ccccc21,1.3,-6%,14,745,1%,5%,-1.0%,0.1%,-3%,2%
Cc1ccc(OC(=O)CCC(=O)OCCCC(F)(F)C(F)(F)F)cc1,1.1,3%,13,688,4%,4%,-12%,6.5%,0%,5%
N#CCCC1CCCC=C1N(Cc1ccccc1)C(=O)C(Cl)Cl (stereo not given),nt,nt,-18,618,-4%,-11%,nt,nt,nt,-2%
O=C1NC2(CCCCC2)NN1c1ccccc1,1.1,7%,10,720,3%,13%,-8.7%,0.5%,-3%,0%
Cc1ccc2c(c1)N(CCC(=O)NCC1CCCO1)C(=O)CO2 (stereo not given),1,7%,nt,nt,-1%,3%,-19%,0.2%,10%,-2%
COc1ccc(N2CCN(c3nc4c(c(=O)[nH]c(=O)n4C)n3Cc3cccc(C)c3)CC2)cc1,1.3,28%,2,555,4%,-1%,-7.1%,5.3%,20%,0%
COc1ccc(CCNC(=O)CCS(=O)(=O)c2cccc3nsnc23)cc1OC,1.1,-1%,1,798,6%,-2%,0.9%,3.4%,-10%,-2%
